Source: PubChem
DAGLB inh: blocks human DAGLB lipase activity | Q8NCG7 | inhibition, % at 5.17 µM | HEK293T DAGLB membrane lysate, EnzChek fluorogenic substrate | hit rate 0.059% among 340,000; in the data active = inhibition above about 34%;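 note: 0% = enzyme with vehicle and 100% = wells lacking enzyme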
CDK5 inh: CDK5/p35 (human) kinase inhibition; Q00535+Q15078; Recombinant CDK5/p35, ADP-Glo luminescence, 60 min; inhibition, % at 10 µM; hit rate 0.01% among 330,000;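 active = highest replicate inhibition of at least 50% and at least 75% of replicates reaching 50%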;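 note: plate controls were DMSO neutral control for no effect and GW8510 at 10 µM for full effect; many of its hits are not listed in these tables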
Target sequence (Q00535 whole entry, looked up): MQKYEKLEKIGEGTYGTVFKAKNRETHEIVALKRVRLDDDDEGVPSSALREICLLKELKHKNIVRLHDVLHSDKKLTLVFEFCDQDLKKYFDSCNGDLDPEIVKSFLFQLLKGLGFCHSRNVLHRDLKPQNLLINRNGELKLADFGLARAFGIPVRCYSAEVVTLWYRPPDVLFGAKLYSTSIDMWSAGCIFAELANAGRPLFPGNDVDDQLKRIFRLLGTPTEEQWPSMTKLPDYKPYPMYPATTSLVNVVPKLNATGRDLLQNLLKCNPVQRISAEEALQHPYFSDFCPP
Target sequence (Q15078 whole entry, looked up): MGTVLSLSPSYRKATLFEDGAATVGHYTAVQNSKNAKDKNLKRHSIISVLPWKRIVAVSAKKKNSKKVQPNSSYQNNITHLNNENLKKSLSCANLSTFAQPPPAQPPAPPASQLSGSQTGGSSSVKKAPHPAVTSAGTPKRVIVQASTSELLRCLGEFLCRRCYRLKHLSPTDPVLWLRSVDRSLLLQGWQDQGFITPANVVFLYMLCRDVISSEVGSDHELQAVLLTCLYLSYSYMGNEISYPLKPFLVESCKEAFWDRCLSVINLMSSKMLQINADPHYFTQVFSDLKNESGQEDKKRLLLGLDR
E coli growth: bacterial growth inhibition, counter-screen for AddAB inhibitors. hit rate 0.27% among 330,000. inhibition, % at 11.9 µM. E. coli V3065 growth, OD600 absorbance, 18 h;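 active = inhibition above the campaign's mean inhibition across all tested compounds plus 3 SD, cut at about 9.9% in these data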;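 note: uninfected addAB+ strain grown without phage in ampicillin broth; 0% = DMSO wells and 100% = ciprofloxacin 0.95 µg/ml wells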
SUMO Mot1 rescue: inhibitors of SUMOylation pathway: yeast Mot1-301 growth rescue; S. cerevisiae Mot1-301 growth rescue, ATP luminescence, 38.5C; percent above DMSO median, 100 means doubled; growth rescue, % at 18.8 µM; hit rate 1% among 320,000; AID 2716;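 active = every valid replicate shows activation above 250% relative to neutral control wells; inactive = the rest, any valid replicate at or below 250%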;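 note: OY570 slx delta 5 strain wells were the positive control but not used for scaling; some compounds called inactive have numbers as strong as hits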
phage Ecoli inh: E. coli growth loss with phage present; growth absorbance; inhibition, % at 11.9 µM; hit rate 0.26% among 360,000; in the data active = inhibition above about 11%
PKA-R2B act: activators of human PKA-R2B complex | PKA-R2B holoenzyme dissociation, Cy5-IP20 fluorescence polarization; R2B truncated from residue 108, S112A mutant; 0% DMSO only, 100% 113 µM cGMP | hit rate 0.079% among 340,000 | P22694+P31323 | activation, % at 11.4 µM | AID 504700;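 active = activation above a cutoff set at the mean over all compounds plus 3 SD, cut at about 18% in these data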;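 note: higher means more holoenzyme dissociation and a rise in polarization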
Target sequence (P31323 whole entry, looked up, other chains not shown, the tested form may be a part): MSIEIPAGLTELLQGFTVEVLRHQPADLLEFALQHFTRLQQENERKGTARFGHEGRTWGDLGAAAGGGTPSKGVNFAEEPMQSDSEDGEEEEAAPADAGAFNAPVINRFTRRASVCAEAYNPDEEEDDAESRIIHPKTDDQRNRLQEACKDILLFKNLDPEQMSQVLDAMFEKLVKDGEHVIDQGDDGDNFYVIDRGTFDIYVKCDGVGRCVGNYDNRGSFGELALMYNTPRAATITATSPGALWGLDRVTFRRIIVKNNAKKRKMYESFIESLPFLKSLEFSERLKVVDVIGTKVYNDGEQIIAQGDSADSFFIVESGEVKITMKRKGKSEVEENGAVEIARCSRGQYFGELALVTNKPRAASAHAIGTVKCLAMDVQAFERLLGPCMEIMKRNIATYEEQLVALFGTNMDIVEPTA
AddAB inh: less growth of phage-infected E. coli with AddAB; hit rate 0.29% among 330,000; E. coli expressing H. pylori AddAB, absorbance growth; inhibition, % at 11.9 µM; AID 435030; in the data active = inhibition above about 12%;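 note: 0% = vehicle wells of infected cells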
PKA-R1A activ: activators of PKA-R1A complex | P00514+P68181 | PKA-R1A dissociation, Cy5-IP20 fluorescence polarization; scaled: DMSO 0%, 113 µM cGMP 100% | activation, % at 11.4 µM | hit rate 0.083% among 340,000 | AID 504707;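 active = percent activation above the mean of all tested compounds plus 3 SD, cut at about 19% in these data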;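 note: higher means more PKAc released from R1A so a rise in polarization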
Tat transport: E. coli Tat transport inhibition | E. coli MC4100 TorA-mCherry Tat export, fluorescence | inhibition, % at 10 µM | hit rate 0.036% among 340,000;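 active = mean replicate inhibition at least 50% and at least half of replicates individually reaching 50%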;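 note: exported cargo escapes ClpAP degradation while cytoplasmic cargo is degraded and loses fluorescence; 0% = median of neutral control wells and 100% = median of NaSCN control wells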
HTR5A inv ctr: counter-screen for OPRM1-OPRD1 inverse agonists: human HTR5A inverse agonism | HTR5A cell line, luminescence | inhibition, % at 9.3 µM | hit rate 0.083% among 340,000; in the data active = inhibition mostly above about 23%, no sharp cut-off; inactive = mostly below about 18%;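 note: 0% = cells with DMSO and 100% = no-cell wells with DMSO; some compounds called inactive have numbers as strong as hits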
HTR5A ag ctr: activates human HTR5A in OPRM1-OPRD1 agonist counter-screen | P47898 | HTR5A agonist assay, luminescence, cell-based | activation, % at 9.3 µM | hit rate 0.61% among 340,000; in the data active = activation mostly above about 9.5%, no sharp cut-off; inactive = mostly below about 7.6%;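 note: 0% = cells with vehicle only and 100% = reference agonist; strong numbers were not always called active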
Active calls of the source: *; . = no result given.

SMILES	DAGLB inh	CDK5 inh	E coli growth	SUMO Mot1 rescue	phage Ecoli inh	PKA-R2B act	AddAB inh	PKA-R1A activ	Tat transport	HTR5A inv ctr	HTR5A ag ctr
Brc1cccc(-c2cnc3n2CCCCC3)c1	1.0	0.8	-1.1	42.1	-1.7	4.4	1.4	-2.8	-5.9	5.6	0.1
CC(=O)c1ccc(N2CCN(C(=S)Nc3cccc(F)c3)CC2)cc1	3.0	0.3	-0.4	-11.5	2.7	2.4	-0.9	-0.3	-0.1	4.1	-1.5
COCCCNC(=S)Nc1cccc(SC)c1	-9.6	-3.8	-0.2	-17.4	1.9	-12.8	4.1	-10.1	1.8	-27.9	1.0
O=C(O)/C=C\C(=O)Nc1ccccc1C#Cc1ccc(Br)cc1	1.7	-5.4	0.7	158.3	1.6	-4.9	2.1	-0.1	-0.9	-14.7	4.5
Nc1ccc(C(=O)CC(=O)Nc2ccc(Cl)cc2)cc1	3.3	-0.3	0.8	-6.7	3.1	-2.0	-0.7	0.1	2.2	-5.3	1.5
Cc1ccc(OCCNC(=O)c2ccc3c(c2)OCO3)cc1	-6.7	0.2	-1.1	4.6	3.4	-0.9	-0.4	-7.1	7.8	10.5	1.8
COc1nc(NC(C)C)nc(N(C#N)CN2C(=O)c3ccccc3S2(=O)=O)n1	-2.5	1.0	1.5	-7.7	-0.7	7.8	-0.9	-13.6	16.1	-23.4	5.7
COc1ccc(OC)c(CNS(=O)(=O)c2cn(C)cn2)c1	-0.3	-0.9	1.3	-16.5	-0.4	-0.1	3.0	-9.8	-10.5	22.1	-5.4
C=CCN(C(=O)CN1CCOCC1)c1nc(C)c(-c2ccccc2)s1	-0.6	-3.7	2.4	.	3.1	-5.7	0.3	-2.4	-9.8	1.7	-6.2
COc1ccc(C2=NN(c3ccccc3)C(c3cccs3)C2)cc1 (stereo unspecified)	-3.4	-0.4	-0.2	7.1	4.0	-0.7	3.3	5.8	2.2	-10.3	3.9
O=C(CN1C(=O)c2ccccc2S1(=O)=O)NCc1ccccn1	-0.5	0.9	-0.7	13.3	1.8	6.4	1.3	1.2	0.6	-19.0	6.2
NC(=O)C1(c2ccccc2)CCOCC1	-2.6	0.0	-3.6	-7.3	1.5	-0.7	0.5	-10.4	-4.3	4.3	-1.7
COc1cccc(C(=O)NC(=S)Nc2cccnc2)c1	-2.1	1.3	-2.3	7.5	2.5	-1.2	3.2	-2.7	4.5	-18.4	-3.1
C(=N\n1cnnc1)/c1cccc(OCCOc2ccccc2)c1	0.2	1.2	0.8	9.7	3.6	2.0	3.8	-2.9	-11.9	0.1	-0.1
Cc1cc(OCC(=O)Nn2cnnc2)c(C)cc1Br	1.4	0.7	0.9	.	2.8	-2.4	1.3	0.1	-8.5	4.8	-1.7
CCn1c(O)c(N=NC(=O)c2cccnc2)c2cc(Br)ccc21	-0.5	-1.0	0.6	-2.4	-0.5	-0.6	-1.5	-3.4	-6.5	4.5	-1.5
Cc1cc(C)cc(NC(=O)CSc2nnc(-c3ccccc3)n2N)c1	-2.2	-1.7	-1.1	-37.0	1.2	-3.9	1.1	-3.2	2.1	-9.3	1.4
COC(=O)c1cn(NC(=O)Cc2cccc(OC)c2)c(=O)c2ccccc12	0.4	.	-1.6	35.9	3.6	1.0	2.1	1.0	1.1	2.3	1.2
CC1(C)Cc2c(C#N)c(NCC3CCCO3)nc(-c3ccco3)c2CO1 (stereo unspecified)	-2.1	0.0	1.0	6.3	0.9	-4.4	-1.1	-4.6	-10.2	-18.8	1.9
Cc1ccsc1/C=N/n1c(-c2cccnc2)n[nH]c1=S	1.7	1.0	0.4	319.7	2.0	3.7	-2.6	-0.2	-2.3	-0.4	-2.6

The last 5 records of the section above are carried over, then new ones follow.
SMILES	DAGLB inh	CDK5 inh	E coli growth	SUMO Mot1 rescue	phage Ecoli inh	PKA-R2B act	AddAB inh	PKA-R1A activ	Tat transport	HTR5A inv ctr	HTR5A ag ctr
CCn1c(O)c(N=NC(=O)c2cccnc2)c2cc(Br)ccc21	-0.5	-1.0	0.6	-2.4	-0.5	-0.6	-1.5	-3.4	-6.5	4.5	-1.5
Cc1cc(C)cc(NC(=O)CSc2nnc(-c3ccccc3)n2N)c1	-2.2	-1.7	-1.1	-37.0	1.2	-3.9	1.1	-3.2	2.1	-9.3	1.4
COC(=O)c1cn(NC(=O)Cc2cccc(OC)c2)c(=O)c2ccccc12	0.4	.	-1.6	35.9	3.6	1.0	2.1	1.0	1.1	2.3	1.2
CC1(C)Cc2c(C#N)c(NCC3CCCO3)nc(-c3ccco3)c2CO1 (stereo unspecified)	-2.1	0.0	1.0	6.3	0.9	-4.4	-1.1	-4.6	-10.2	-18.8	1.9
Cc1ccsc1/C=N/n1c(-c2cccnc2)n[nH]c1=S	1.7	1.0	0.4	319.7	2.0	3.7	-2.6	-0.2	-2.3	-0.4	-2.6
CCOc1cc(NC(=S)NCC2CCCO2)c(OCC)cc1NC(=O)c1cccc(C)c1 (stereo unspecified)	-0.4	-5.4	-0.4	-7.4	-1.9	-8.6	1.8	-11.6	21.2	4.6	2.1
COc1ccc(C(=O)NCC(=O)OCC(=O)N2CC(C)CC(C)C2)cc1 (stereo unspecified)	-1.5	-4.2	-1.9	25.5	2.1	0.0	0.7	12.1	15.4	4.6	3.0
O=S(=O)(N(Cc1ccccc1)[C@@H](CO)Cc1ccccc1)N(Cc1ccccc1)[C@@H](CO)Cc1ccccc1	-2.9	0.1	-1.8	24.2	2.6	0.9	0.4	3.1	-0.6	4.9	-1.7
O=[N+]([O-])c1ccc(N2CCN(C(=S)NCc3ccc(Cl)cc3)CC2)cc1	3.8	0.9	4.0	2.7	3.4	5.3	1.2	0.0	9.2	-10.5	3.7
C[N+]1(CCCCSc2ccc(O)cc2)CCCCC1	-3.0	-1.6	1.2	-18.3	3.2	-16.2	3.7	13.2	-4.8	2.7	-1.0
Cc1ccc(OC/C(=N\O)C(C)(C)C)c([N+](=O)[O-])c1	-10.3	0.8	1.3	-1.7	2.2	2.4	2.6	12.1	1.4	-4.4	1.7
O=C(CSc1cnc2ccccc2n1)NC1CCCC1	0.1	2.0	-0.3	13.0	-0.4	2.6	0.0	-3.0	-2.6	4.8	-1.6
O=C(c1cc2cc(Br)ccc2o1)N1CCCCC1	-3.6	0.2	0.8	25.5	3.2	-1.8	0.4	-5.6	-3.9	-17.6	-6.8
O=C1N=C(N2CCCCC2)S/C1=C\c1ccccc1F	-0.6	-2.1	0.5	0.7	2.4	3.7	1.3	8.7	9.2	-10.8	2.9
Cc1oc2cc(O)ccc2c(=O)c1-c1ccccc1	-1.5	-2.0	2.2	-8.5	0.3	-1.8	0.8	-7.1	-4.3	1.9	-1.1
O=C(O)CC(=O)Nc1cc(Cl)ccc1O	-0.9	0.8	-0.4	3.1	0.6	-21.5	3.0	-12.5	4.8	-9.3	3.6
O=C(Nc1cc(C(F)(F)F)ccc1N1CCCC1)C1CCCO1 (stereo unspecified)	1.2	-8.7	4.6	12.0	4.9	7.2	0.9	-14.4	-6.7	-1.0	0.4
CCCC1OC2CC3C4CCC5=CC(=O)C=CC5(C)C4C(O)CC3(C)C2(C(=O)O)O1 (stereo unspecified)	1.7	-0.6	-0.6	-6.0	-0.8	4.2	2.2	-8.6	26.3	-15.1	5.4
Cn1cc(S(=O)(=O)N2CCOCC2)cc1C(=O)Nc1ccc(Cl)cc1	-2.4	2.7	-0.3	-0.3	2.1	-7.8	1.3	-3.3	-1.0	-24.2	6.3
COc1ccc(N=c2scc(C)n2CCCN2CCCC2=O)cc1	-2.5	-0.9	0.0	2.1	1.5	1.1	0.2	-7.1	4.3	-7.6	2.8
Cc1cccc(NC(=S)NNC(=O)c2ccc3c(c2)OCO3)c1	0.5	3.0	1.5	-12.6	0.9	1.9	0.5	16.8	-7.2	-18.6	-0.3
CCC(CC)NC(=O)Cc1ccc(S(=O)(=O)N2CCOCC2)s1	1.3	-5.7	-2.2	-15.1	3.6	-18.4	-1.6	2.4	-7.1	-5.5	2.6
Cc1ccc(CN2CCC(c3cc(-c4ccc(Cl)cc4)n[nH]3)CC2)cc1	-5.2	-1.2	-2.9	78.3	3.2	-1.2	0.6	-15.2	-3.4	-23.3	6.4
Cc1cc(C)nc(OC(C(=O)O)C(OCc2ccccc2)(c2ccccc2)c2ccccc2)n1 (stereo unspecified)	7.1	0.0	-3.0	-23.6	2.3	-9.9	3.5	3.8	4.9	-2.2	4.6
COc1cc(C(=O)NCCN=C2NS(=O)(=O)c3ccccc32)cc(OC)c1OC	2.7	-7.3	-0.4	13.0	0.9	-1.3	1.7	2.7	19.3	22.0	-3.6
CC(NS(=O)(=O)c1ccccc1)C(N)=O (stereo unspecified)	-1.0	-0.1	-0.4	0.1	-6.7	-5.1	4.1	8.3	1.1	-13.9	5.5
Cc1cn(CC(=O)NCCc2ccccn2)c(=O)[nH]c1=O	0.1	-1.0	.	.	1.6	11.6	.	-14.6	-6.5	-3.0	0.8
CC(C)(C)OC(=O)NCc1ccc(CNC(=O)c2ncn(Cc3ccccc3)c2C(=O)NCc2ccc(CNC(=O)OC(C)(C)C)cc2)cc1	-0.5	0.1	-1.6	-4.2	0.0	2.5	-6.3	5.4	-2.8	-3.5	5.1
O=C1CCN(Cc2ccc(Br)cc2)CCN1CCO	1.6	-0.6	1.4	-13.3	-1.1	-8.4	0.5	4.3	1.0	-3.2	-0.3
CC(=O)N1CCc2cc(S(=O)(=O)NC(Cc3ccccc3)C(=O)O)ccc21 (stereo unspecified)	-0.8	-0.6	-1.7	83.1	1.4	-6.7	3.4	-3.0	2.8	5.6	-4.0
O=C(NC(=S)N1CCN(c2nc(-c3ccccc3)cs2)CC1)c1cccnc1	4.7	1.0	-1.0	1.9	-1.1	-6.0	4.0	-5.3	-3.3	15.7	-0.9
CCOc1cc(C(=O)N/N=C/c2ccoc2)cc(OCC)c1OCC	-10.8	-0.2	.	-3.5	3.3	-9.7	.	-11.8	-2.1	-12.6	4.3
CCOc1ccc(-n2c(CCc3ccccc3)n[nH]c2=S)cc1	6.6	0.7	-1.6	4.1	3.0	4.9	0.5	3.8	12.9	-2.3	0.2
NC(=O)c1ccccc1NS(=O)(=O)c1ccc2c(c1)OCCO2	2.3	-0.7	-0.9	118.7	1.1	-1.1	0.2	3.2	-5.6	4.8	-1.4
N#Cc1ccc(NC(=O)CSc2nc3[nH]c(=O)cc(O)c3s2)cc1	3.3	0.7	1.9	-9.0	2.4	2.5	4.7	-8.6	-3.8	6.8	-2.7
CN(CC(=O)Nc1ccc(F)cc1)C(=O)COC(=O)C1=COCCO1	0.5	1.0	-0.8	12.5	-4.2	-6.4	0.3	-1.7	-0.1	-4.7	1.8
COc1ccc(CC(NC(C)=O)C(=O)NC2CCN(C(=O)Nc3ccccc3Cl)CC2)cc1OC (stereo unspecified)	-1.0	0.1	-0.9	-3.0	1.7	5.9	4.5	6.7	0.1	12.4	0.7
